# OX1R FRET antag – antagonists of human orexin 1 receptor (OX1R) | O43613 | OX1R-expressing cells, FRET antagonist read-out | inhibition, % at 6.6 µM | 330,000 compounds, 1.8% hits | AID 485270; in the data active = inhibition mostly above about 38%, no sharp cut-off; inactive = mostly below about 40%;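 also: 0% = agonist challenge alone and 100% = reference antagonist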
# Target sequence (O43613 whole entry, looked up): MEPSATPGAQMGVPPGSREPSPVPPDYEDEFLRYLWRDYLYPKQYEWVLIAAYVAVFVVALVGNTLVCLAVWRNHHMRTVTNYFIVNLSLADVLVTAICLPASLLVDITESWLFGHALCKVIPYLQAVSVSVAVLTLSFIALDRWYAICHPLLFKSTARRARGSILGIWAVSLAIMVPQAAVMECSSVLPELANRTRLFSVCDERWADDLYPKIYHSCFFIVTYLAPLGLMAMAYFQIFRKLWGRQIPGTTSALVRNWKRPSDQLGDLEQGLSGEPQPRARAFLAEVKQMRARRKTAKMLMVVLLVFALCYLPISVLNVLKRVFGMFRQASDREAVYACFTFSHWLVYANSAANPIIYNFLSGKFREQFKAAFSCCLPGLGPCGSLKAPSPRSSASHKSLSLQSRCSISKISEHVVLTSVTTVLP
# STK33 kinase inh – human STK33 kinase inhibition | Q9BYT3 | purified STK33, MBP phosphorylation, ADP-Glo luminescence | inhibition, % at 10 µM | 320,000 compounds, 0.073% hits | AID 2661;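 active = inhibition at or above 25%, using the most active replicate where run in duplicate; inactive = inhibition below 25%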
# Target sequence (Q9BYT3 whole entry, looked up): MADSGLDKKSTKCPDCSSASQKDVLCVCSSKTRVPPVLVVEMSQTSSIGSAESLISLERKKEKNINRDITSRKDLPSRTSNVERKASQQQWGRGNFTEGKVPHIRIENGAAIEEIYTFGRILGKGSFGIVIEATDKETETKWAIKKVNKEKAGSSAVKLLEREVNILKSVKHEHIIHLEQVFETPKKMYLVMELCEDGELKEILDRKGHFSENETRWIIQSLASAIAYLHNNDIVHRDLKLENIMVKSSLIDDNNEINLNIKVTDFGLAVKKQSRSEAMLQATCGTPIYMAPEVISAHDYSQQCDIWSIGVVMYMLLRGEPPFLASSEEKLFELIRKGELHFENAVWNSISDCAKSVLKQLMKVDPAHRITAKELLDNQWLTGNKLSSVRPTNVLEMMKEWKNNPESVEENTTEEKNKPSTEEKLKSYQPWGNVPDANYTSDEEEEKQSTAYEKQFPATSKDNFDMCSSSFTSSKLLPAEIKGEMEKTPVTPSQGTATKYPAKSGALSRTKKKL
# An asterisk follows results filed as active; . = no result given.
OX1R FRET antag	STK33 kinase inh	canonical_smiles
31	1.9	COc1ccc(/C=N/NC(=O)c2nonc2C)cc1
21	0.6	Brc1ccccc1-c1nc2c3ccccc3ncn2n1
3	-2.2	C=CCOc1ccc(Oc2cc(C)nc(SC)n2)nn1
8	-0.6	Cc1c(Cl)cccc1NC(=O)Cc1cccs1
27	1.4	COc1ccc([N+](=O)[O-])cc1/C=N/Nc1nn[nH]n1
5	0.0	Cc1csc2nc(CNC(=O)C3CC=CCC3C(=O)O)cn12 (stereo unspecified)
9	-1.7	COC(=O)c1nc(-c2ccccc2)oc1N1CCOCC1
12	2.5	CN1CCN(c2ccc(NC(=O)c3cc4ccccc4o3)cc2)CC1
9	-2.6	COc1ccccc1N1CCN(c2nc(-c3ccccc3)cc(C(F)(F)F)n2)CC1
13	-0.1	CCC(=O)N1Cc2ccccc2-c2ccccc2C1=O
16	-1.9	Cc1onc(-c2ccccc2Cl)c1C(=O)NCc1ccccc1F
-2	-0.2	CC(C)c1nnc(NC(=O)CN2C(=O)c3ccccc3C2=O)s1
59*	-0.9	COC(=O)c1sccc1-c1ccc(C(=O)Nc2ccccc2)o1
12	-0.4	CCOc1cc2c(cc1C(C)(C)C)NC(=O)CS2
98*	-2.0	Cn1cc([N+](=O)[O-])c(C(=O)NNC(=O)c2ccc([N+](=O)[O-])cc2)n1
16	-1.9	CS(=O)(=O)N1CCN(C(=O)Cc2ccccc2Cl)CC1
13	0.7	COc1cccc(CN(C)Cc2nc3cc(C(F)(F)F)ccc3c(=O)[nH]2)c1
43	3.9	Cn1c2ccccc2c2nnc(NN)nc21
23	1.8	Cc1ccc(C)c(NC(=S)Nc2cccnc2)c1
15	0.1	Cc1ccc(C(=O)CCC(=O)OCC(=O)N(CC(C)C)c2c(N)n(Cc3ccccc3)c(=O)[nH]c2=O)cc1
9	-1.7	COc1ccc(CCNc2nc(C)nc3c2nnn3Cc2ccccc2)cc1
12	0.8	Cc1ccc2c(c1)N(CC(=O)NCc1ccco1)C(=O)C(C(C)C)O2 (stereo unspecified)
20	.	Cc1cc(C)cc(Oc2ncnc3c2ncn3Cc2c(Cl)cccc2Cl)c1
16	-0.5	O=C(Nc1ncc2c(n1)CC(c1ccco1)CC2=O)c1ccc(Cl)cc1 (stereo unspecified)
1	-0.5	CCOC(=O)N1CCN(C(=O)C(C)SCc2ccccc2)CC1 (stereo unspecified)
29	-0.1	O=C(Nc1ccc(F)cc1)C(Sc1nc2ccccc2[nH]1)c1ccccc1 (stereo unspecified)
28	-1.0	CCOc1ccc(C(C)=O)cc1Cn1nc(C(=O)O)c2ccccc2c1=O
9	-1.5	CC(CN1CCOCC1)OC(=O)c1ccc(Br)cc1 (stereo unspecified)
4	-0.3	N#CCCn1cc(/C=N/O)c(-c2ccccc2)n1
4	-0.4	Cc1c(C(=O)N2CCOCC2)oc2ccccc12
19	-2.5	CCCCCC(=O)NC(=S)Nc1ccc(Cl)cn1
-1	-3.3	Cc1cc(C)cc(C(=O)NC2CC(C)(C)NC(C)(C)C2)c1
25	-0.2	COCCn1c(=NC(=O)CSC(C)=O)sc2cc(F)ccc21
5	-0.1	COc1ccc(S(=O)(=O)N2CCN(C(=O)C3CC3)CC2)cc1
7	-1.0	Fc1ccc(C2=Nn3c(nnc3-c3ccco3)SC2)cc1
6	-0.8	O=C(c1sccc1Cl)N1CCN(Cc2ccc3c(c2)OCO3)CC1
6	-2.3	CC(=O)Nc1ccc(/C=N/N2C(C)CCCC2C)cc1 (stereo unspecified)
15	.	Cc1ccc(C)c(N2CCN(C(=O)CCc3nc(-c4ccccc4)no3)CC2)c1
8	0.0	CCc1ccc(-c2cc(C(=O)NN3CCN(C)CC3)c3ccccc3n2)cc1
5	-2.2	Cc1[nH]c(-c2ccccn2)nc(=S)c1Cl
10	-1.6	Cc1cc(C)c(NC(=O)c2cnn(C)c2)c(C)c1
3	-0.4	COc1ccc(-c2cnn3c4c(c(C)nc23)CCN4C2CCCC2)cc1OC
8	1.2	CC(=O)NS(=O)(=O)c1ccc(NC(=O)NC2CCCCC2)cc1
14	0.4	Cc1cccc(NC(=O)CCC(=O)N/N=C/c2cccnc2)c1
7	-1.1	CC(C(=O)N(C)C)N(C#N)c1nc(N(C)C)nc(N(C)C)n1 (stereo unspecified)
32	-0.3	COC(=O)[C@@]1(Cc2ccc(OC)cc2)[C@H]2c3cc(C(=O)N(C)C)n(Cc4ccc(OC(F)(F)F)cc4)c3C[C@H]2CN1C(=O)c1ccccc1
4	0.0	CCN(CC)CCn1c(NC(=O)c2ccc(Cl)cc2)nc2ccccc21
19	-1.6	Cc1cc(C)c(OCC(=O)N2CC=C(c3ccccc3)CC2)c(C)c1
-1	-0.7	CC(C)OC(=O)c1nn2c(C(F)(F)F)cc(-c3ccco3)nc2c1Cl
6	-0.8	O=C1CC(NCc2ccc3c(c2)OCO3)C(=O)N1CCc1ccccc1 (stereo unspecified)
3	1.0	CC(NC(=O)/C=C/c1ccccc1)c1ccccc1 (stereo unspecified)
13	-1.7	CCCNC(=O)NNC(=O)c1ccc(F)cc1
1	-0.5	CC(C)(c1ccccc1)c1ccc(OCCN2CCOCC2)cc1
7	-0.8	COc1ccc(S(=O)(=O)N2CCOCC2)cc1NC(=O)COC(=O)C1CCC1
-5	-1.9	COC(=O)[C@H](CCSC)NC(=O)c1cc2c(cn1)[nH]c1ccccc12
12	-1.4	COCCN(C(=O)c1snc(C(N)=O)c1N)C(C(=O)NC1CCCCC1)c1cc(OC)c(OC)c(OC)c1 (stereo unspecified)
18	-1.8	O=C(O)CC1=C(Nc2ccccc2)C(=O)N(c2ccccc2)C1c1ccc(Cl)cc1 (stereo unspecified)
31	0.5	Cc1ccc(CC(=O)Nc2ccc(F)c([N+](=O)[O-])c2)cc1
-3	-1.5	OCCN1CCN(CC(O)COC(c2ccc(F)cc2)c2ccc(F)cc2)CC1 (stereo unspecified)
32	-2.3	c1ccc2c(c1)OCCOCCOCCOCCOCCOc1ccccc1OCCOCCOCCO2

# Following part:
OX1R FRET antag	STK33 kinase inh	canonical_smiles
7	-0.7	O=C(Cc1ccc(NC2=NC3CS(=O)(=O)CC3S2)cc1)NCc1ccccc1Cl (stereo unspecified)
17	-2.4	O=C1/C(=C\c2ccsc2)N2CCC1CC2
10	-1.3	COc1ccc(CCN(C)Cc2nc(-c3cnccn3)no2)cc1OC
7	-0.7	OCCNc1ncnc2c1ncn2Cc1ccccc1
17	-0.1	CCOC(=O)C(C)Oc1c(C(=O)OC)sc2ncccc12 (stereo unspecified)
10	-1.8	CN1C[C@@H]2C[C@@H](c3cccn3-c3nccs3)N3CCC[C@@]23C1=O
0	-0.6	CN(Cc1cccs1)S(=O)(=O)c1ccc(Cl)cc1F
-3	-0.3	CN(C)C(=O)N1CCN(S(=O)(=O)c2ccc3ccccc3c2)CC1
3	-0.3	CC(C)c1ccc(-c2nc3c([nH]2)c(=O)n(C)c(=O)n3C)cc1
21	-0.9	O=S1(=O)CCOC[C@H](CC2CCCCC2)N1Cc1ccccc1F
28	0.2	CCC(=O)N1c2ccc(S(=O)(=O)NCCc3ccc(C)cc3)cc2CC1C (stereo unspecified)
8	-0.9	Cc1nc2nc(SCc3ccccc3)nn2c(C)c1C
5	-1.5	CN(C)c1ccc(CN2CCCCCC2)cc1
20	-0.9	CCn1c(SCC(=O)N/N=C/C=C\c2ccccc2[N+](=O)[O-])nnc1-c1ccccc1
12	-1.1	CCN(CC)S(=O)(=O)c1cc(NC(=O)Cc2ccsc2)ccc1C
43*	-0.8	COc1cc(/C=N/NC(=O)c2ccc(C)nc2)cc([N+](=O)[O-])c1O
-1	-1.5	O=C(CCC(=O)N1CCOc2ccccc21)NCc1ccccn1
31	-1.1	CC(=O)N1N=C(c2ccccc2)OC1c1ccc([N+](=O)[O-])s1 (stereo unspecified)
13	-2.9	C[n+]1ccccc1N1CCN(c2ccccc2Cl)CC1
6	0.2	CN1CCN(c2ccc(NC(=O)Cc3ccccc3)cc2)CC1
.	-0.8	CC(=O)Nc1ccc(NC(=O)C(C)N(C)CC(=O)Nc2ccccc2Br)cc1 (stereo unspecified)
10	-0.9	O=C(NC1CCN(S(=O)(=O)c2ccc(Cl)cc2)CC1)c1cccnc1
10	-1.9	COc1ccccc1CN1CC(C(=O)NC2CCCCC2)CC1=O (stereo unspecified)
22	-0.1	COCC1CCN(C(=O)c2cc(COc3ccc4ncccc4c3)on2)CC1
11	-0.2	COC(=O)c1sc(N(C)C)c(C#N)c1-c1ccccc1
8	0.2	O=C(c1cn(Cc2ccccc2)nc1-c1cccnc1)N1CCN(Cc2ccccc2)CC1
5	-0.4	CCN(CC)S(=O)(=O)N1CCC(C(=O)NCc2ccc(C)cc2)CC1
18	2.3	COc1cc(/C=C2\C(C)=C(C#N)c3nc(N)c(C#N)c(C)c32)ccc1OCC(=O)O
26	-1.3	O=C(Nc1ccn(Cc2ccccc2F)n1)c1ccc(COc2ccc(Br)cc2)cc1
-1	0.4	COC(=O)C(C)Oc1ccc(-c2nccc(-c3ccc(F)cc3)n2)cc1 (stereo unspecified)
4	2.0	c1ccc2sc(NN=C3CCCC3)nc2c1
24	-0.7	COc1ccccc1N1CCN(c2nc3ccccn3c(=O)c2C=O)CC1
80*	-1.0	C[C@@H](C(=O)Nc1ccc2ccccc2c1)[C@H]1C[C@]1(C)[C@H](NC(=O)c1cccnc1)c1ccccc1
18	0.0	CCCCOC(=O)CCCc1ccc([N+](=O)[O-])cc1[N+](=O)[O-]
5	0.4	COc1ccc(C(C(=O)NC2CCCC2)N(C(=O)c2ccco2)c2ccccc2C(C)=O)cc1OC (stereo unspecified)
12	-0.5	COc1ccc(-n2c(C)cc(/C=N/Nc3nc(N4CCOCC4)nc(N4CCOCC4)n3)c2C)cc1
13	-2.1	Cc1cc(NC(=O)CSc2nc(C3CCCCC3)nc3ccccc23)no1
16	0.2	O=C(NC(=S)NCc1ccccc1)c1ccccc1
7	-1.7	Cc1ccc(CC(CC(=O)O)C(=O)Nc2ccc(Cl)cc2)cc1 (stereo unspecified)
15	1.4	O=C(CC(c1ccccc1)c1ccccc1O)N1CCCC1 (stereo unspecified)
33	0.1	O=C(COC(=O)c1ccccc1Nc1ccccc1)NCc1ccccc1
2	-5.2	COCCCNC(=O)C1CCCN(S(=O)(=O)c2ccc(C)cc2)C1 (stereo unspecified)
-1	-2.3	COc1ccccc1CNC(=O)CS(=O)(=O)c1ccc(C)cc1
8	-0.8	CN(C)S(=O)(=O)c1cccc(NC(=O)COC(=O)c2cc(=O)[nH]c(=O)[nH]2)c1
20	-1.9	O=C(CNCCc1ccccc1)N1CCc2ccccc2C1
25	0.3	CCC(=O)N1CCN(c2ccc(NC(=S)NC(=O)c3cccc([N+](=O)[O-])c3)cc2)CC1
11	-2.1	NC(C(=O)O)C1CC(Cl)=NO1 (stereo unspecified)
16	0.4	O=C(c1ccc(Cn2cc(Br)cn2)cc1)N1N=C(C(F)F)CC1(O)C(F)F (stereo unspecified)
6	-4.1	Cn1nc(-c2ccccc2)c(CO)c1Oc1ccc(F)cc1
17	-0.1	Fc1ccc(NCc2nnc3n2CCCCC3)cc1
20	2.6	Cc1cc(C)cc(C(=O)NC(CC(N)=O)c2ccc(NCCN3CCCC3)c([N+](=O)[O-])c2)c1 (stereo unspecified)
12	1.0	Cc1cc(C)cc(Nc2ncnc3nc[nH]c23)c1
5	1.3	CCOc1ccccc1NC(=O)c1sc2nc(C)nc(N3CCOCC3)c2c1C
11	2.6	CC(=O)Nc1ccc(S(=O)(=O)Nc2cccc(-n3cnnn3)c2)cc1
18	2.4	CN1CCN(c2ccc(NC(=O)c3ccc4c(c3)OCCO4)cc2Cl)CC1
4	0.1	CC(=O)c1ccc(S(=O)(=O)NCCC(=O)OC(C)C(=O)Nc2ccc(F)cc2)cc1 (stereo unspecified)
11	-1.6	CC(C(=O)c1ccccc1)n1cnc2ccccc2c1=O (stereo unspecified)
3	-1.5	COc1ccc(NS(=O)(=O)c2ccc(C(=O)N(C)Cc3ccc(C)o3)cc2)cc1

# High-throughput results as filed in PubChem BioAssay.

# Rows were taken by chance. Share with any hit: about 1.8%.
